# Assay outcomes (PubChem BioAssay)
# TbHK1 inh: Trypanosoma brucei hexokinase 1 inhibitors, primary screen, biochemical, G6PDH-coupled NADH absorbance, MLSCN library | hexokinase 1 [Trypanosoma brucei] | recombinant TbHK1, G6PDH-coupled NADH A340 | inhibition, % at 10 µM | hit rate 0.11% among 220,000;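 active means inhibition of 50% or more in the single-dose primary screen; inactive means inhibition below 50%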
# EBV gp42 block: Epstein-Barr virus gp42 inhibitors, primary screen, biochemical, uHTS, fluorescence polarization; Fluorescence polarization binding assay, mP read-out; inhibition, % (tested at 21.74 µM); hit rate 0.42% among 220,000; Glycoprotein 42 (Epstein-Barr virus (strain AG876)), Q1HVG2; AID 1085, 2008; in the data active means inhibition above about 50%
# Runt-CBFb FRET: inhibitors of RUNX1 Runt–CBFb binding, primary screen, biochemical, FRET, Cerulean-Runt, Venus-CBFb, uHTS | Cerulean-Runt/Venus-CBFb FRET ratio 530/480, 1 h | inhibition, % at 20 µM | hit rate 0.46% among 220,000;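 active means inhibition over about 50% at 20 µM in the single-dose screen, limit read from the data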;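 further: 0% = DMSO wells and 100% = excess unlabeled CBFb competitor control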
#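 test system = Cerulean-tagged RUNX1 Runt domain (FRET donor) fusion protein | reagent = Venus-CBFb binding partner, 100 nM | incubation = protein complex preformed 1 h, compound exposure 1 h, room temperature, dark | detection = FRET fluorescence | read-out basis = loss of energy transfer signal | controls = 5 µM unlabeled CBFb as full-inhibition high control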
# NCF1 inh: p47phox/p22phox peptide binding inhibitors, primary screen, biochemical, uHTS, NADPH oxidase regulatory subunit. fluorescence polarization, 2 h. inhibition, % at 24.7 µM. hit rate 0.53% among 220,000;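 active means inhibition above about 30%, limit read from the data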;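 further: 0% = p47phox with labelled peptide and 100% = labelled peptide alone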
# Target sequence (P14598 whole entry, looked up): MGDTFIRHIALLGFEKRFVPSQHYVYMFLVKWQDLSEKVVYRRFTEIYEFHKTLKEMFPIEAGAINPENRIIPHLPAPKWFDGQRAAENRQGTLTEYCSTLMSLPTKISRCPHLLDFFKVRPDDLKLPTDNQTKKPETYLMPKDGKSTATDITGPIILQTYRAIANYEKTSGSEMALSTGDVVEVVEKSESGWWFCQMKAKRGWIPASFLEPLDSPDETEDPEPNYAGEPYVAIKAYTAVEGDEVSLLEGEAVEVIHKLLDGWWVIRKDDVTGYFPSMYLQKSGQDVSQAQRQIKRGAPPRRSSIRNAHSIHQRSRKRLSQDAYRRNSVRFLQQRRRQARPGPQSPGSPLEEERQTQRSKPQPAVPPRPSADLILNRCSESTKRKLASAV
# p97 ATPase inh: inhibitors of human p97 ATPase, primary screen, biochemical | recombinant p97 ATPase, Kinase-Glo ATP luminescence, 3 h | inhibition, % at 8 µM | hit rate 0.42% among 220,000 | AID 1481, 2009; in the data active means inhibition above about 15%;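 further: 0% = DMSO vehicle and 100% = wells lacking enzyme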
# Calpain2 inh: inhibitors of pig calpain II, primary screen, biochemical, fluorogenic peptide substrate, 1536-well; hit rate 0.37% among 220,000; inhibition, % at 16 µM; purified calpain II, 30 min; AID 1236, 2008;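 active means inhibition above about 50%, limit read from the data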
# RBBP9 inh: human RBBP9 inhibitors, primary screen, biochemical, fluorescence polarization, FP-Rh probe, HTS | recombinant RBBP9 | Serine hydrolase RBBP9 (Homo sapiens), O75884 | AID 1515, 2009 | inhibition, % at 7.94 µM | hit rate 0.2% among 220,000;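 active means inhibition above the campaign mean of all tested compounds plus 3 SD, cut at about 14% in these data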;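 further: plate controls were DMSO wells with RBBP9 for no effect and wells lacking RBBP9 protein for full effect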
#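 Material: RBBP9 protein. Amount: RBBP9 at 2.5 µM in dispensed solution, before mixing. Schedule: 30 min then 45 min, 25 °C. Medium: Tris buffer pH 8.0, NaCl, Pluronic. Measured by: fluorescence polarization. Measure: percent inhibition from mP, scaled between DMSO and no-protein wells. Replication: one well per compound.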
# Furin inh: human furin inhibitors, primary screen, biochemical, fluorescence intensity. P09958. purified furin, fluorogenic substrate cleavage. inhibition, % at 30 µM. hit rate 0.061% among 220,000. AID 463115, 2010; in the data active means inhibition above about 25%; further: inactives centre near -15
# Target sequence (P09958 108-714 limits assumed): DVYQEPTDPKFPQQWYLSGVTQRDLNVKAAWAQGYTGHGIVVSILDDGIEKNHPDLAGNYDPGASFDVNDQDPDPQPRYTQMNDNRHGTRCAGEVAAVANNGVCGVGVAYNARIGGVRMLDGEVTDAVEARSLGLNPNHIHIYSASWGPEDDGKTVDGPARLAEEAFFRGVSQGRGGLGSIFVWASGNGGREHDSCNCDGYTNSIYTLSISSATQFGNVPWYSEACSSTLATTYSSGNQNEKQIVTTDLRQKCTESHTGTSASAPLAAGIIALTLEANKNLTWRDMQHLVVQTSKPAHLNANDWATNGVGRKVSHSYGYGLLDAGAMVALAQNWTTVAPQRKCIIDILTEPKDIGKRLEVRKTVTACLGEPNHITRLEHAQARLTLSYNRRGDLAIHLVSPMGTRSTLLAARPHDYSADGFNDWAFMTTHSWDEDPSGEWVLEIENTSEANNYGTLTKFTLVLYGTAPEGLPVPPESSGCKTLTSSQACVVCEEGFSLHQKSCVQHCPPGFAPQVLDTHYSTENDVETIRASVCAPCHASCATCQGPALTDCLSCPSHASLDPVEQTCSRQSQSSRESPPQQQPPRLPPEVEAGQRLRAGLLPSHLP
# Runt-SMMHC FRET: inhibitors of RUNX1 Runt–CBFb-SMMHC binding, primary screen, biochemical, FRET, Cerulean-Runt, Venus-CBFb-SMMHC, uHTS | Runt-related transcription factor 1 (Homo sapiens) + Core-binding factor subunit beta … | Cerulean-Runt/Venus-CBFb-SMMHC FRET ratio 530/480, 1 h | inhibition, % at 20 µM | hit rate 0.74% among 220,000 | AID 1434, 2008;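 active means mean inhibition across duplicate retests at 20 µM reaching about 50%, limit read from the data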;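 further: 0% = DMSO wells and 100% = wells with excess untagged CBFb-SMMHC; inhibitors lower the FRET ratio by blocking Runt binding to CBFb-SMMHC; some results filed as inactive read as strong as hits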
# * = called active by the depositor; i = inactive; nt = not tested or not shown; [ ] = another dose, or the depositor's remark.
SMILES,TbHK1 inh,EBV gp42 block,Runt-CBFb FRET,NCF1 inh,p97 ATPase inh,Calpain2 inh,RBBP9 inh,Furin inh,Runt-SMMHC FRET
Cc1cc(=O)oc2cc(N3C(=O)CC(Cc4ccccc4)C3=O)ccc12 (stereo not drawn),8,-12,nt,-5,-2,-14,-2,-13,nt
O=c1c2ccccc2[nH]c(=S)n1CCN1CCc2ccccc2C1,-10,-13,1,-33,8,-4,0,-33,2
Cc1nsc(Nc2ccccc2)c1C#N,-4,8,0,-16,5,-40,-1,-28,-1
CCOc1ccc(Cc2nc(N)nc(N)n2)cc1,6,-16,-1,-22,2,-12,2,-26[20 µM],0
CCN(c1ccccc1)S(=O)(=O)c1ccc(NC(=S)NC(=O)c2cccs2)cc1,0,3,3,-21,1,-7,-8,-18[20 µM],1
O=C(NCc1ccc2c(c1)OCO2)c1cccc(S(=O)(=O)N2CCOCC2)c1,-3,-15,1,-11,7,1,2,-8[20 µM],1
COc1cccc(NC(=O)CSc2nnc(CN3CCOCC3)n2C)c1,-3,-17,-2,-3,3,9,-9,-12[20 µM],1
CC(C)(C)C(=O)N1CCc2cc(-c3csc(N)n3)ccc21,0,-8,6,-13,2,17,-2,-9[20 µM],1
O=C(O)CSc1ncccc1C(=O)O,30,-10,-1,-4,5,-11,-4,-12,-1
N#CCC(=O)N/N=C/c1cn(Cc2ccccc2C#N)c2ccccc12,-9,-42,-5,-22,3,-12,-5,-22,4
Clc1ccc(Cl)c(-c2nn3c(COc4ccccc4)nnc3s2)c1,2,-20,19,-4,-8,15,-8,-12[20 µM],6
COc1ccc(/C=N/NC(=S)Nc2ccccc2[N+](=O)[O-])cc1O,-1,-1,4,10,-5,17,2,8,4
O=C(Cc1ncc(C(F)(F)F)cc1Cl)NCCc1ccccc1,-2,-18,-1,-12,4,-1,1,-12,1
Nc1nc(CSc2nc3ccccc3[nH]2)nc(N2CCOCC2)n1,-7,-11,-1,-11,2,15,5,-24[20 µM],-4
CCOC(=O)c1c(C)[nH]c2ccc(O)cc12,1,-3,0,-10,0,-20,5,-16,1
O=[N+]([O-])c1ccc(NNC(=S)Nc2ccccc2)cc1,-28,-5,16,-6,4,26,6,-2[20 µM],7
O=C(c1ccc(Cl)cc1)c1c[nH]cc1-c1ccccc1,2,-16,0,-17,2,-21,7,2[20 µM],2
COc1ccc(/C=N/n2c(-c3ccco3)nc3ccccc3c2=O)cc1,-27,-12,6,-14,2,-8,7,4[20 µM],10
CC(C)(C)NC(=S)NNC(=O)c1ccncc1,-25,1,3,-9,5,-9,-10,-32,2
O=C(Cc1sc(-c2ccccc2)nc1-c1ccccc1)Nc1ccc(Cl)cc1,-12,2,-2,0,-1,-7,0,-15[20 µM],1
Cc1cc(C)c(C#N)c(SC2CCCCC2=O)n1 (stereo not drawn),-3,-19,-1,-12,0,-6,-6,-19[20 µM],3
COc1cc(NC(=O)C2CCCO2)c(OC)cc1NC(=O)c1ccccc1 (stereo not drawn),-7,-15,1,-9,2,-30,-8,-23[20 µM],-3
CC(C)CNC(=O)NC(=O)COc1c(F)c(F)cc(F)c1F,0,-18,-4,-8,1,-12,-3,-14[20 µM],2
COc1ccc(CNC(=O)Nc2cccc(C(F)(F)F)c2)cc1OC,-7,-13,2,-3,-3,-20,-5,-23,1
CCOc1ccc(/C=C2\NC(=S)NC2=O)cc1,-21,-15,17,-18,2,5,-16,-21,39

# Further structures follow:
SMILES,TbHK1 inh,EBV gp42 block,Runt-CBFb FRET,NCF1 inh,p97 ATPase inh,Calpain2 inh,RBBP9 inh,Furin inh,Runt-SMMHC FRET
Cc1ccc(OCC(=O)O/N=C(\N)c2cccc([N+](=O)[O-])c2)cc1C,5,-4,-2,2,-8,2,-9,-22,-1
Cc1cccc(/C(N)=N/OC(=O)Cc2ccccc2)c1,0,-5,-2,-4,2,24,0,-14,-5
Cc1nn(CCOc2ccccc2)c(=O)n1-c1ccccc1F,2,-30,3,-15,3,-6,-8,-11[20 µM],7
CCCNC(=O)COC(=O)c1ccc(S(=O)(=O)N2CCCCCC2)cc1,4,3,0,-9,4,-23,-2,-38,0
O=C(CN(c1ccccc1Cl)S(=O)(=O)c1ccccc1)N/N=C/c1ccccc1C(=O)O,0,-2,1,-33,-3,-25,1,-11,0
Cc1ccc(C(=O)N2CC(C)OC(C)C2)cc1[N+](=O)[O-] (stereo not drawn),-2,-18,0,0,8,6,-7,-20,-1
Cc1ccsc1/C=N\NC(=O)c1cc(C(C)(C)C)[nH]n1,-22,-3,1,4,5,21,1,-15,-10
C=CCn1c(=N)c(C(=O)NCCCOC)cc2c(=O)n3cc(C)ccc3nc21,-8,-12,10,9,-5,i,-1,-158,79*
NNc1nc(NCc2ccccc2)nc(N2CCOCC2)n1,7,-24,3,-14,1,16,-5,-7[20 µM],1
Cc1ccc(NC(=S)NC(=O)c2ccc(F)cc2)cc1S(=O)(=O)Nc1cccc(Cl)c1,1,-5,5,-11,-2,16,-11,-17,4
Cc1nc(SCC(=O)N2c3ccccc3Sc3ccccc32)n[nH]1,5,-18,2,-17,-8,4,-13,6[20 µM],-2
COCc1nnc(NC(=O)CCC2CCCCC2)s1,9,-17,-1,-9,-2,2,-7,-31[20 µM],-3
CCOc1ccc(C(=O)C2CCN(C(=O)c3ccccc3C(=O)O)CC2)cc1,16,-23,-1,-5,2,-12,10,-26,0
Cc1ccc(NC2SC(=O)N(CC(=O)O)C2=O)cc1 (stereo not drawn),5,-18,2,-5,4,-23,-2,-26[20 µM],-1
CC1CCN(C(=O)CSc2nc(N)cc(N)n2)CC1,17,-7,-1,-6,4,-7,-3,-11,4
COC(=O)c1cc(OC)c(OC)cc1NC(=O)C1CCC(=O)N1S(=O)(=O)c1ccc(C)cc1 (stereo not drawn),-9,-13,-1,-7,-6,-66,-17,-23[20 µM],2
COc1ccccc1C(C)NC(=O)c1ccc(C)o1 (stereo not drawn),-2,-34,0,0,7,-29,-3,-5[20 µM],-1
O=C(Nc1ccccc1F)c1ccco1,5,-9,-1,-5,4,-18,-13,-13[20 µM],0
Cn1nc(-c2ccc(N3CCOCC3)c(NC(=O)COc3ccccc3)c2)c2ccccc2c1=O,-4,nt,nt,nt,6,nt,2,-26[20 µM],nt
COc1ccc(OC)c(C2CC(=O)c3c([nH]c(C(=O)OCC4CCCO4)c3C)C2)c1 (stereo not drawn),1,4,-3,-11,5,-29,-5,-19,1
Cc1onc(-c2ccccc2)c1C(=O)OCC(=O)Nc1ccc2c(c1)OCO2,20,-10,-2,0,3,-26,-10,-26,0
CC(=O)NC(Cc1c[nH]c2ccccc12)C(=O)OCC(=O)Nc1ccc2c(c1)OCO2 (stereo not drawn),-2,-31,0,-4,3,13,-5,-24,-4
COC(=O)COc1cccc(-n2cnnn2)c1,6,-32,0,1,-4,-6,-4,-14,3
COC(=O)c1ccccc1NC1=C/C(=N\S(=O)(=O)c2cccs2)c2ccccc2C1=O,-23,-8,-2,183*,5,-43,7,-11[20 µM],-3
O=C(NN=C1CCCCCC1)c1cc(-c2ccccc2)nc2ccccc12,-14,4,nt,-27,2,28,-8,-17[20 µM],2

# A stretch from the list above, for reference:
SMILES,TbHK1 inh,EBV gp42 block,Runt-CBFb FRET,NCF1 inh,p97 ATPase inh,Calpain2 inh,RBBP9 inh,Furin inh,Runt-SMMHC FRET
CC(=O)NC(Cc1c[nH]c2ccccc12)C(=O)OCC(=O)Nc1ccc2c(c1)OCO2 (stereo not drawn),-2,-31,0,-4,3,13,-5,-24,-4
COC(=O)COc1cccc(-n2cnnn2)c1,6,-32,0,1,-4,-6,-4,-14,3
COC(=O)c1ccccc1NC1=C/C(=N\S(=O)(=O)c2cccs2)c2ccccc2C1=O,-23,-8,-2,183*,5,-43,7,-11[20 µM],-3
O=C(NN=C1CCCCCC1)c1cc(-c2ccccc2)nc2ccccc12,-14,4,nt,-27,2,28,-8,-17[20 µM],2

# New compounds follow.
SMILES,TbHK1 inh,EBV gp42 block,Runt-CBFb FRET,NCF1 inh,p97 ATPase inh,Calpain2 inh,RBBP9 inh,Furin inh,Runt-SMMHC FRET
O=C(CN(c1ccc(Cl)c(Cl)c1)S(=O)(=O)c1ccccc1)N1CCc2ccccc2C1,4,-14,-1,-14,-5,-5,-13,-11,3
Cc1cc(/C=C2\C(=N)N3N=C(C(C)C)SC3=NC2=O)c(C)n1Cc1ccccc1,-20,-16,-2,-36,0,-17,-7,-23,8
O=[N+]([O-])/C(C(Cl)=C(Cl)Cl)=C1\Nc2ccccc2O1,-50,-11,8,-8,4,-4,-6,-11,6
CCOc1ccccc1NC(=O)c1ccc(Cl)c(NC(=O)CC(c2ccccc2)c2ccccc2)c1,-4,26,2,2,-4,25,-6,-17[20 µM],2
CCCCn1c(N)c(N(CC(C)C)C(=O)CN(C)Cc2cccc(OC)c2)c(=O)[nH]c1=O,-1,-19,2,-18,3,-21,-8,-17[20 µM],3
Cc1nn(C)cc1S(=O)(=O)N1CCCC(C(=O)O)C1 (stereo not drawn),-4,-7,0,-1,5,-34,-4,-28,-2
COc1cc(/C=N/NC(=O)c2cccc([N+](=O)[O-])c2)cc(OC)c1O,-28,-1,2,-1,-5,26,-5,2,10
O=C(Nc1ccccc1)c1cnc2ccccc2n1,-5,-8,0,5,-2,29,-4,8,6
CCN(c1ccccc1)S(=O)(=O)c1cc(C(=O)O)ccc1C,17,-14,-1,-20,4,-29,-6,-34[20 µM],5
CCc1nc(C)ccc1OC(=O)C12CC3CC(CC(C3)C1)C2,0,11,-2,-5,-1,48,-16,-19,-3
CN(C)CCN=c1cc(-c2ccccc2)oc2ccc(Cl)cc12,-23,-12,-3,-2,8,-18,-3,-13,1
Cn1cnc([N+](=O)[O-])c1Sc1ccccc1,-2,-26,1,-9,4,-7,4,-10[20 µM],-2
O=C(NC(=S)Nc1cc(Cl)ccc1N1CCOCC1)c1ccc(-c2cccc(Cl)c2)o1,-12,-17,0,1,3,28,-1,-15[20 µM],-2
CC1CN(S(=O)(=O)c2ccc(-c3nc4ccccc4s3)cc2)CC(C)O1 (stereo not drawn),-14,-4,-3,-7,2,-28,-10,-16,-5
CN(C)c1cccc(C(=O)NNC(=S)NC2CCCC2)c1,-4,-16,1,-11,-2,-8,-4,-32,3
COc1cccc(-c2nnc(N(C)C(=O)C3CCOC3)s2)c1 (stereo not drawn),-2,-12,0,-2,4,-23,-5,-16,2
CCOC(=O)c1cccc(NC(=O)CSc2nnc(COc3ccccc3C)o2)c1,1,-2,-2,-5,-4,6,-5,-10,-2
O=C/C=C/c1coc2ccc3ccccc3c2c1=O,-27,-12,1,-10,8,-12,-6,-15,-4
CCN(CC)S(=O)(=O)c1ccc(NC(=O)CC(NC(C)=O)c2ccccc2)cc1 (stereo not drawn),-8,-15,0,-4,-10,-54,-4,-15[20 µM],2
CC(C)Oc1ccc(C(=O)N(CN2CCCC2=O)c2ccc(F)cc2)cc1,2,6,-1,-2,2,14,-4,-19,-3
CCOc1ccc(CCNC(=O)COC(=O)c2ccco2)cc1OCC,-2,-3,1,-12,0,-15,3,-21[20 µM],-2
CC(=O)Nc1c(C)ccc(S(N)(=O)=O)c1C,-4,2,1,-3,-3,-17,-4,-19,4
